FXIIa inh 1536 = factor XIIa (human) inhibition; P00748; purified FXIIa, Boc-QGR-AMC fluorogenic substrate, 2 h; inhibition, % at 5 µM; actives 0.3% (n = 220,000); AID 800; in the data active means inhibition above about 40%;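 further: 0% = enzyme with no compound and 100% = blank without enzyme; many of its hits are not listed in these tables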
zVAD death inh = L929 zVAD cell death inhibition. L929 zVAD necroptosis rescue, ATP luminescence, 24 h; with zVAD 60 µM. viability rescue, % at 10 µM. actives 0.38% (n = 220,000). AID 1377;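 active means activation, scaled between plate controls, above about 75%, limit read from the data; inactive means activation under that limit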;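 further: 0% = zVAD with DMSO and 100% = DMSO alone without zVAD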
KLK5 inh = kallikrein 5 (human) inhibition; actives 0.59% (n = 210,000); inhibition, % at 5 µM; recombinant hK5, fluorogenic AMC substrate cleavage;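 active means inhibition of 40% or more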;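 further: 0% = enzyme controls without compound and 100% = no-enzyme blanks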
Target sequence (Q9Y337 67-293 limits assumed): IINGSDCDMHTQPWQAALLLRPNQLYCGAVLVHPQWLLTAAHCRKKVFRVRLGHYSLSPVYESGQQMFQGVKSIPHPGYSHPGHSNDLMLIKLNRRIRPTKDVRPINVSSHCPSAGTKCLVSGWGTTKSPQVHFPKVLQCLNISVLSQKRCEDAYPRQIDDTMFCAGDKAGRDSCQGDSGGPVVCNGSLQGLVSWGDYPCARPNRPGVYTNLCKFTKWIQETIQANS
Rad51 HR inh = Rad51 (human) homologous recombination inhibition. Q06609. hRad51 DNA strand exchange, fluorescence dequenching. inhibition, % at 10 µM. actives 0.085% (n = 200,000). AID 1385;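 active means inhibition above 40% at the single screening dose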;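 further: 0% = DMSO control wells and 100% = blanks with heterologous ssDNA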
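material = hRad51 filaments on single-stranded DNA | reagent = Donor/quencher-labelled 47-bp dsDNA substrate | compound = 10 µM final, single point | schedule = strand-exchange reaction 15 min at room temperature | measured by = fluorescein emission 520 nm, excitation 485 nm | read-out basis = % inhibition versus plate control and blank means | benchmarks = plate controls and plate blanks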
Thrombin inh = inhibitors of human thrombin. inhibition, % at 5 µM. alpha-thrombin, Boc-VPR-AMC fluorogenic substrate cleavage. actives 0.26% (n = 220,000);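 active means inhibition at or above 40%; inactive means inhibition below 40%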;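 further: 0% = enzyme with no compound and 100% = wells without enzyme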
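System – human alpha-thrombin · Medium – pH 7.5 Tris (50 mM) with NaCl 150 mM, Tween 20 0.05% · Compound – single-point dosing at 5 µM, 0.2% DMSO · Incubation – enzyme reaction carried out at room temperature · Technique – fluorescence of released AMC, ex 355 nm, em 460 nm · Read-out basis – % inhibition of thrombin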
FXIa inh 1536 = inhibitors of human coagulation factor XIa; inhibition, % at 5 µM; actives 0.14% (n = 220,000); P03951; purified FXIa, Boc-Glu-Ala-Arg-AMC fluorogenic substrate;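 active means inhibition of at least 40%; inactive means inhibition below 40%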;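 further: fluorescence of freed AMC excited at 355 nm; 0% = enzyme without compound and 100% = no enzyme blank; many of its hits are not listed in these tables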
Target sequence (P03951 19-387 limits assumed): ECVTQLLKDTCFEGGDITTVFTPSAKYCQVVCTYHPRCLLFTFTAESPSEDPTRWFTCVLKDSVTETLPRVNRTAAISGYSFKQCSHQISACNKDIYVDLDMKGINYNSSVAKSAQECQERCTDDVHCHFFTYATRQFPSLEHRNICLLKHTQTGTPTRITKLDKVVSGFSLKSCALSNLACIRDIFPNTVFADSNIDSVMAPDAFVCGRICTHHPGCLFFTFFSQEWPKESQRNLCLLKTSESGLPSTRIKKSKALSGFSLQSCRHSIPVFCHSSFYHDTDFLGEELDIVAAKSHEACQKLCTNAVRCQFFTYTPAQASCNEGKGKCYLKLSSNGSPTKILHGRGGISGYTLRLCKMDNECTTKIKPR
Target sequence (P03951 388-625 limits assumed): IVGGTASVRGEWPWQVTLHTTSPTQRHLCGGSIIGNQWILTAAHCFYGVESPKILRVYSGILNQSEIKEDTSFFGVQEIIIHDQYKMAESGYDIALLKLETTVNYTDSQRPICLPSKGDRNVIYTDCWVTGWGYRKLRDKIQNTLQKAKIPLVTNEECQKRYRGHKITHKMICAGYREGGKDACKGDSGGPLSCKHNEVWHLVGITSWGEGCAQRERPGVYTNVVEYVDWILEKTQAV
KCC2 mod = modulates chloride dependent transport by human KCC2 | KCC2 cells, thallium flux FluoZin-2 fluorescence | B-score of Tl+ flux slope (higher = more flux/activation; lower = inhibition) at 10 µM | actives 2.2% (n = 190,000);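 active means thallium flux slope and its plate-corrected score both differing from the plate sample mean at a set confidence after two filtering rounds, in either direction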;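 further: slope of fluorescence scaled to starting intensity during 10 to 20 s after thallium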
Hck Nef HTS = inhibitors of human Hck kinase activated by Nef. P08631. Recombinant Hck-YEEI plus Nef, Z-Lyte FRET kinase assay. inhibition, % at 20 µM. actives 0.68% (n = 220,000). AID 463187;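 active means Hck-Nef kinase inhibition above about 50%, limit read from the data; inactive means inhibition below that limit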;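 further: 0% = DMSO with Hck plus Nef and 100% = Hck alone without Nef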
TNF necrop inh = inhibitors of TNF-alpha induced necroptosis in Jurkat FADD-/- cells | Jurkat FADD-/- TNF necroptosis rescue, ATP luminescence, 24 h; 0 = TNF only, 100 = no-TNF cells | activation (protection from cell death), % at 10 µM | actives 0.068% (n = 220,000);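 active means activation, meaning protection from cell death, of at least 50% relative to plate controls; inactive means activation below 50%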;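 further: necroptosis triggered by 40 ng/mL TNF-alpha added together with compound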
* hit, by the source's call; . = not tested or not shown. This is a subset; rates above refer to the full screens.

[1] Cc1ccc(CNC(=O)CSc2nc3ccsc3c(=O)n2NC(=O)c2ccccc2)cc1
[2] O=C(NC1CCCCC1)C(c1ccncc1)N(C(=O)Cc1cccs1)c1ccccc1 (stereo unspecified)
[3] CCOC(=O)c1[nH]c(C)c(C(=O)c2cc(F)ccc2F)c1C
[4] C=CCc1ccccc1OCCOc1ccc([N+](=O)[O-])cc1/C=N/NC(N)=O
[5] CC(=O)c1c(C)n(C)c2ccc(OC(=O)c3ccc([N+](=O)[O-])cc3)cc12
[6] CN=C(C)/C(C(=O)OC)=C(/O)c1c(F)cccc1F

Assay by compound,1,2,3,4,5,6
FXIIa inh 1536,1,10,-2,3,4,7
zVAD death inh,0.1,-0.3,0.4,1.9,33,-0.3
KLK5 inh,-3,-3,-8,1,0,-3
Rad51 HR inh,0,6,.,-45,-3,14
Thrombin inh,-7,-2,-3,-9,-8,-3
FXIa inh 1536,-2,2,-6,-3,-3,0
KCC2 mod,1.2,.,-0.014,-0.47,0.75,.
Hck Nef HTS,0,32,3,21,25,10
TNF necrop inh,-0.3,-0.2,-11,0.8,0.0,0.7

Three structures already listed, sorted by molar mass, ascending:
[5] CC(=O)c1c(C)n(C)c2ccc(OC(=O)c3ccc([N+](=O)[O-])cc3)cc12
[4] C=CCc1ccccc1OCCOc1ccc([N+](=O)[O-])cc1/C=N/NC(N)=O
[1] Cc1ccc(CNC(=O)CSc2nc3ccsc3c(=O)n2NC(=O)c2ccccc2)cc1

Assay by compound,5,4,1
FXIIa inh 1536,4,3,1
zVAD death inh,33,1.9,0.1
KLK5 inh,0,1,-3
Rad51 HR inh,-3,-45,0
Thrombin inh,-8,-9,-7
FXIa inh 1536,-3,-3,-2
KCC2 mod,0.75,-0.47,1.2
Hck Nef HTS,25,21,0
TNF necrop inh,0.0,0.8,-0.3

(cont.)
[7] CCOC(=O)C1CCN(c2nnc(N3CCCC3=O)s2)CC1
[8] COc1cccc(NC(=O)CN(C)CC(=O)NC(C)c2ccccc2)c1 (stereo unspecified)
[9] CCOC(=O)NN1C(=O)c2ccccc2NC1c1ccccn1 (stereo unspecified)
[10] CCOC(=O)c1[nH]c2ccccc2c1NC(=S)Nc1cc(C)ccc1C
[11] COc1cccc(N2CCN(c3ncnc4c3[nH]c3ccc(F)cc34)CC2C)c1 (stereo unspecified)
[12] Cc1cccc(CC(=O)N2CCC(N3CCC(C(=O)N4CCOCC4)CC3)CC2)c1

Assay by compound,7,8,9,10,11,12
FXIIa inh 1536,20,4,0,27,15,6
zVAD death inh,2.8,-1.1,0.8,.,6.1,0.0
KLK5 inh,-2,12,-15,-12,-7,.
Rad51 HR inh,6,2,18,.,3,.
Thrombin inh,-8,-9,-5,9,2,-2
FXIa inh 1536,3,-1,-6,18,6,0
KCC2 mod,0.79,1.1,0.003,1,-1,1.4
Hck Nef HTS,-12,-4,3,57*,2,-11
TNF necrop inh,2.3,2.9,0.5,-2.8,-27,0.5

[13] O=C(N/C(=C/c1ccc(Cl)cc1)c1nc2ccccc2[nH]1)c1ccco1
[14] C=CCN(c1ccc(C(=O)Nc2ccc3c(c2)OCO3)cc1)S(C)(=O)=O
[15] CC(C)C(=O)NC(=S)Nc1ccc(S(=O)(=O)N2CCCC2)cc1
[16] CCN(CC)C(=O)CSc1nc2ccc(NC(=O)CSc3nnc(N)s3)cc2s1
[17] N=C1C(c2nc3ccccc3s2)=C(O)CN1NC(=O)c1ccc([N+](=O)[O-])cc1
[18] Cc1ccc2nc(SCC(=O)N3CCOCC3)[nH]c2c1

Assay by compound,13,14,15,16,17,18
FXIIa inh 1536,10,4,10,2,0,9
zVAD death inh,0.1,1.2,0.8,0.2,4.4,-0.7
KLK5 inh,-25,.,-6,-24,-2,-2
Rad51 HR inh,.,.,.,.,-9,-4
Thrombin inh,-5,-3,-3,-1,-9,-6
FXIa inh 1536,1,-2,-2,-3,-3,-4
KCC2 mod,-0.028,.,-0.081,0.61,0.044,-0.022
Hck Nef HTS,-1,4,1,1,17,-2
TNF necrop inh,-3.6,0.6,3.3,-2.3,-13,0.1

[19] COc1cccc(OC(=O)N2CCOCC2)c1
[20] O=C(COC(=O)C1COc2ccccc2O1)NC(=O)NC1CCCC1 (stereo unspecified)
[21] Oc1c(CN2CCOCC2)cc(COCc2ccccc2)c2cccnc12
[22] COc1ccc(S(=O)(=O)N2CCCCCC2)cc1N(C)S(=O)(=O)c1ccc(Cl)cc1
[23] CCOC(=O)c1cc2ccc(OC)cc2oc1=O
[24] CC(O)CNCc1ccc(Cl)cc1Cl (stereo unspecified)

Assay by compound,19,20,21,22,23,24
FXIIa inh 1536,-3,8,4,8,2,6
zVAD death inh,2.1,0.0,4.3,0.7,-0.4,-0.3
KLK5 inh,-20,4,-30,-13,-129,8
Rad51 HR inh,-5,6,-5,-1,9,-11
Thrombin inh,5,-5,1,4,-4,-1
FXIa inh 1536,-2,-8,2,9,-3,3
KCC2 mod,0.87,0.054,-0.62,-0.51,1.3,-0.5
Hck Nef HTS,-10,-1,2,-2,2,-19
TNF necrop inh,1.5,-0.2,-11,-3.2,-1.1,0.3

[25] Cn1c(C(=O)N2CCCC2)cc2c(=O)n(C)c3ccccc3c21
[26] N#CCc1c(C#N)c(N)nc(N2CCCC(CO)C2)c1C#N (stereo unspecified)
[27] N#CCCN(Cc1cccnc1)C(=S)NC(=O)c1ccco1
[28] COc1ccccc1Cc1noc(COc2cccc(C)c2C)n1
[29] O=C(O)/C=C/c1cn(-c2ccccc2)nc1-c1ccc(-c2ccc([N+](=O)[O-])cc2)o1
[30] CN(C)S(=O)(=O)Nc1cc(Cl)cc(Cl)c1

Assay by compound,25,26,27,28,29,30
FXIIa inh 1536,17,7,12,18,6,-1
zVAD death inh,0.1,0.5,0.6,-0.1,1.9,1.9
KLK5 inh,-1,6,1,-17,1,-22
Rad51 HR inh,0,-6,3,0,-20,4
Thrombin inh,0,2,-3,0,-2,0
FXIa inh 1536,4,2,-1,4,1,-6
KCC2 mod,.,1.2,-0.22,1.5,-1.6,0.64
Hck Nef HTS,0,-5,12,9,48,7
TNF necrop inh,0.6,-1.7,0.8,-1.3,-0.9,0.4

[31] O=C(Nc1sc2c(c1C(=O)N1CCOCC1)CCCCC2)c1cccnc1
[32] COc1ccc(C(=O)NCC2OCCc3ccccc32)cc1OC (stereo unspecified)
[33] Cc1ccc(NC(=S)NC(=O)c2ccc(-c3ccccc3)cc2)cc1
[34] CN1CCN(c2cc3c(c4c2[nH]c2ccccc24)C(=O)CC(C)(C)C3)CC1
[35] Cc1ccc(NC(=O)CN(C)CC(=O)NC2CCCc3ccccc32)cc1 (stereo unspecified)
[36] O=C(NN1C(=O)C2C3c4ccccc4C(c4ccccc43)C2C1=O)C1CC1 (stereo unspecified)

Assay by compound,31,32,33,34,35,36
FXIIa inh 1536,-4,-5,.,3,13,10
zVAD death inh,-0.2,5.2,-0.4,27,-0.2,0.6
KLK5 inh,-3,-5,.,-9,4,3
Rad51 HR inh,-4,7,0,-7,8,-7
Thrombin inh,-1,-9,.,-4,2,-8
FXIa inh 1536,1,-3,.,-7,1,-2
KCC2 mod,-1.1,-0.037,1.2,.,0.49,.
Hck Nef HTS,-9,-5,1,11,14,23
TNF necrop inh,-0.7,3.1,-2.6,-5.8,-0.4,0.1

[37] CC(=O)Nc1sc2c(c1C(c1ccccc1)N1CCOCC1)CCCC2 (stereo unspecified)
[38] CCn1nnnc1SCC(=O)N1CCCc2ccccc21
[39] CCOC(=O)c1ccccc1NC(=O)c1nc2nccc(C)n2n1
[40] Cc1ccc2nc(N3CCN(S(=O)(=O)c4ccc5c(c4)OCCO5)CC3)c(C#N)cc2c1
[41] CC1(C)CC(=O)C2=C(C1)OC(N)=C(C#N)C2c1ccsc1 (stereo unspecified)
[42] O=C(OCCOc1ccc(Br)cc1)c1ccc(Cl)nc1

Assay by compound,37,38,39,40,41,42
FXIIa inh 1536,6,15,4,9,10,19
zVAD death inh,-1.3,-0.5,-1.0,0.4,3.2,1.4
KLK5 inh,10,21,1,0,6,10
Rad51 HR inh,.,9,-4,2,9,-4
Thrombin inh,-4,1,-3,3,0,-4
FXIa inh 1536,-1,6,-7,2,1,8
KCC2 mod,.,-0.21,.,.,-1.3,0.39
Hck Nef HTS,-1,-5,-1,2,-17,10
TNF necrop inh,-0.4,3.5,-1.8,0.3,0.9,0.7

[43] COc1cccc(N2C(=O)/C(=C\c3cccs3)NC2=S)c1
[44] CCOC(=O)c1c(C)n(C)c2ccc(OC(=O)c3ccoc3)cc12
[45] COc1ccc(NC(=S)NC(=O)/C=C/c2cccs2)cc1
[46] Nc1nc(Nc2ccccc2Br)nc(C(F)(F)F)n1

Assay by compound,43,44,45,46
FXIIa inh 1536,13,5,11,12
zVAD death inh,3.0,1.2,0.5,0.5
KLK5 inh,-1,0,7,-7
Rad51 HR inh,28,8,0,2
Thrombin inh,-2,-8,2,0
FXIa inh 1536,-1,-9,0,2
KCC2 mod,4.8,.,0.0085,-0.17
Hck Nef HTS,24,1,20,-3
TNF necrop inh,0.7,0.5,0.9,-4.4

Structural class: the entries above containing a thiophene ring, fused or not.
[1] Cc1ccc(CNC(=O)CSc2nc3ccsc3c(=O)n2NC(=O)c2ccccc2)cc1
[2] O=C(NC1CCCCC1)C(c1ccncc1)N(C(=O)Cc1cccs1)c1ccccc1 (stereo unspecified)
[31] O=C(Nc1sc2c(c1C(=O)N1CCOCC1)CCCCC2)c1cccnc1
[37] CC(=O)Nc1sc2c(c1C(c1ccccc1)N1CCOCC1)CCCC2 (stereo unspecified)
[41] CC1(C)CC(=O)C2=C(C1)OC(N)=C(C#N)C2c1ccsc1 (stereo unspecified)
[43] COc1cccc(N2C(=O)/C(=C\c3cccs3)NC2=S)c1
[45] COc1ccc(NC(=S)NC(=O)/C=C/c2cccs2)cc1

Assay by compound,1,2,31,37,41,43,45
FXIIa inh 1536,1,10,-4,6,10,13,11
zVAD death inh,0.1,-0.3,-0.2,-1.3,3.2,3.0,0.5
KLK5 inh,-3,-3,-3,10,6,-1,7
Rad51 HR inh,0,6,-4,.,9,28,0
Thrombin inh,-7,-2,-1,-4,0,-2,2
FXIa inh 1536,-2,2,1,-1,1,-1,0
KCC2 mod,1.2,.,-1.1,.,-1.3,4.8,0.0085
Hck Nef HTS,0,32,-9,-1,-17,24,20
TNF necrop inh,-0.3,-0.2,-0.7,-0.4,0.9,0.7,0.9

Source: PubChem BioAssay (several laboratories)
